# Assay outcomes as filed in PubChem.
# FXIIa inh – factor XIIa (human) inhibition; purified FXIIa, Boc-QGR-AMC fluorogenic substrate, 2 h; inhibition, % at 5 µM; AID 800; 220,000 compounds, 0.3% hits; P00748; in the data active = inhibition above about 40%;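 also: 0% = enzyme with no compound and 100% = blank without enzyme; many of its hits are not listed in these tables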
# TNF death inh – inhibitors of TNF-alpha induced necroptosis in Jurkat FADD-/- cells; Jurkat FADD-/- TNF necroptosis rescue, ATP luminescence, 24 h; 0 = TNF only, 100 = no-TNF cells; 220,000 compounds, 0.068% hits; activation (protection from cell death), % at 10 µM; AID 463075;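 active = activation, meaning protection from cell death, of at least 50% relative to plate controls; inactive = activation below 50%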;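 also: necroptosis triggered by 40 ng/mL TNF-alpha added together with compound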
# FXIa inh 1536 – factor XIa (human) inhibition. P03951. purified FXIa, Boc-Glu-Ala-Arg-AMC fluorogenic substrate. inhibition, % at 5 µM. 220,000 compounds, 0.14% hits. AID 798;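 active = inhibition of at least 40%; inactive = inhibition below 40%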;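 also: fluorescence of freed AMC excited at 355 nm; 0% = enzyme without compound and 100% = no enzyme blank; many of its hits are not listed in these tables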
# zVAD death inh – L929 zVAD cell death inhibition. L929 zVAD necroptosis rescue, ATP luminescence, 24 h; with zVAD 60 µM. viability rescue, % at 10 µM. 220,000 compounds, 0.38% hits;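 active = activation, scaled between plate controls, above about 75%, limit read from the data; inactive = activation under that limit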;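 also: 0% = zVAD with DMSO and 100% = DMSO alone without zVAD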
# Thrombin inh – inhibitors of human thrombin; P00734; alpha-thrombin, Boc-VPR-AMC fluorogenic substrate cleavage; inhibition, % at 5 µM; 220,000 compounds, 0.26% hits; AID 1046;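 active = inhibition at or above 40%; inactive = inhibition below 40%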;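 also: 0% = enzyme with no compound and 100% = wells without enzyme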
#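 Material: human alpha-thrombin protein. Incubation: reaction at ambient temperature. Technique: fluorescence of released AMC, ex 355 nm, em 460 nm. Control set: no-compound enzyme wells and no-enzyme blanks. Also added: Boc-VPR-AMC substrate, 15 µM final. Buffer or medium: pH 7.5 Tris (50 mM) with NaCl 150 mM, Tween 20 0.05%.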
# Hck Nef HTS – human Hck-Nef kinase inhibition | inhibition, % at 20 µM | 220,000 compounds, 0.68% hits | P08631 | AID 463187 | Recombinant Hck-YEEI plus Nef, Z-Lyte FRET kinase assay;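 active = Hck-Nef kinase inhibition above about 50%, limit read from the data; inactive = inhibition below that limit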;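 also: 0% = DMSO with Hck plus Nef and 100% = Hck alone without Nef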
# hK5 inh – kallikrein 5 (human) inhibition. 210,000 compounds, 0.59% hits. inhibition, % at 5 µM. recombinant hK5, fluorogenic AMC substrate cleavage;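 active = inhibition of 40% or more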;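 also: 0% = enzyme controls without compound and 100% = no-enzyme blanks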
# KCC2 mod – KCC2 (human) Cl- transport modulation. Q9H2X9. KCC2 cells, thallium flux FluoZin-2 fluorescence. B-score of Tl+ flux slope (higher = more flux/activation; lower = inhibition) at 10 µM. 190,000 compounds, 2.2% hits. AID 1456;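 active = thallium flux slope and its plate-corrected score both differing from the plate sample mean at a set confidence after two filtering rounds, in either direction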;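 also: slope of fluorescence scaled to starting intensity during 10 to 20 s after thallium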
# Target sequence (Q9H2X9 whole entry, looked up): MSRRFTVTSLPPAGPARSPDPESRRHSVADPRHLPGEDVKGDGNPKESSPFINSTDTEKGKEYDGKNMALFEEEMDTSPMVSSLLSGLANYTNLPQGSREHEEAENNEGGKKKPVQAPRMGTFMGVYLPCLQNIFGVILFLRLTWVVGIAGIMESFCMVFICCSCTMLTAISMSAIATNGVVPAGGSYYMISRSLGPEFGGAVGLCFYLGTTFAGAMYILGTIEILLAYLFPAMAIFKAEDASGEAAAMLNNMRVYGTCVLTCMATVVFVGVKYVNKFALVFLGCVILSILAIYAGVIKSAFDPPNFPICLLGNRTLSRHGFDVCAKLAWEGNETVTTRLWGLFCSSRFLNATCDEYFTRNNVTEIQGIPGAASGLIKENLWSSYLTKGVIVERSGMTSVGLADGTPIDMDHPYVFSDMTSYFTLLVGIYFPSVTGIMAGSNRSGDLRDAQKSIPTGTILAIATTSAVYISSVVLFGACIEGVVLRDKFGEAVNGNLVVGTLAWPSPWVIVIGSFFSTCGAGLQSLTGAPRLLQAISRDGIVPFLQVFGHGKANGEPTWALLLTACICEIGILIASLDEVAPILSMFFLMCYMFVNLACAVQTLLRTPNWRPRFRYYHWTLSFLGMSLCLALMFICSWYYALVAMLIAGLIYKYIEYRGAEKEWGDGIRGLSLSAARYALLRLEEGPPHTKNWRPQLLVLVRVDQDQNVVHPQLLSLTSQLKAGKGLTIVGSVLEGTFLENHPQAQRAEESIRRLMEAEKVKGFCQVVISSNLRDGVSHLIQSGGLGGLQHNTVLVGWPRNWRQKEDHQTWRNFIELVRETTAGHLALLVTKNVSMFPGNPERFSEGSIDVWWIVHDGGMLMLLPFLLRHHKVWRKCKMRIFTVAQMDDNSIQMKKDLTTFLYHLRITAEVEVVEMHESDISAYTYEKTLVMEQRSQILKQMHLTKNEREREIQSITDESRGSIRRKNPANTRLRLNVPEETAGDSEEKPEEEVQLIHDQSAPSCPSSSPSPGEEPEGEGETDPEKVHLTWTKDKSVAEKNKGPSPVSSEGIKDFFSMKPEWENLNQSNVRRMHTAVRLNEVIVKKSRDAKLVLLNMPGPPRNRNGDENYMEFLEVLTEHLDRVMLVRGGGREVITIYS
# Rad51 HR inh – blocks human Rad51 in homologous recombination; Q06609; hRad51 DNA strand exchange, fluorescence dequenching; inhibition, % at 10 µM; 200,000 compounds, 0.085% hits;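 active = inhibition above 40% at the single screening dose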;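 also: 0% = DMSO control wells and 100% = blanks with heterologous ssDNA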
#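 System: hRad51 filaments on single-stranded DNA; reagent: Fluorescein- and BHQ1-tagged 47-mer duplex; compound dosing: one concentration, 10 µM final; timing: filaments 15 min 37 °C, then compound 30 min; measured by: fluorescein emission 520 nm, excitation 485 nm; benchmarks: per-plate controls and blanks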
# * hit, by the source's call; i = inactive; nt = no result given.
SMILES,FXIIa inh,TNF death inh,FXIa inh 1536,zVAD death inh,Thrombin inh,Hck Nef HTS,hK5 inh,KCC2 mod,Rad51 HR inh
O=Cc1ccc(OC(=O)c2cc(Cl)nc3ccccc23)cc1,3,1.4,0,0.5,-13,13,-17,0.032,7
COc1ccc(-c2[nH]ncc2C=O)cc1OC,nt,0.4,-5,58,-7,-21,-3,1.9,-10
Cc1occc1C(=O)NCc1ccccc1F,-2,42,-2,0.9,-2,-11,22,-0.51,-5
CC(C)c1ccc(NC(=O)NC2CCCCC2)cc1,12,4.1,-3,2.5,-2,3,10,0.19,0
CCOC(=O)c1sc(NC(=O)COC(=O)CNC(=O)c2ccco2)c(C(=O)OCC)c1C,5,2.2,0,1.2,4,3,4,2.1,2
CCn1c(C)c(C(C)=O)c(N2CCN(C(c3ccccc3)c3ccccc3)CC2)nc1=S,5,-0.9,-3,-1.3,-1,-6,-8,-0.78,5
CC1CCCN(C(=O)COc2ccc(-c3ccccc3)cc2)C1 (stereo unspecified),nt,3.0,-4,-0.1,-4,7,-3,-0.53,4
CC(C)(C)OC(=O)N1CCC[C@H]1C(=O)N/N=C/c1ccc2ncccc2c1,7,3.5,6,2.2,0,5,-10,0.06,-1
O=C(CN1CCOCC1)Nc1nc(-c2ccc3c(c2)CCN3S(=O)(=O)c2ccccc2)cs1,13,-14,4,0.2,1,0,-9,-0.72,2
N#CC1=C2SCN(Cc3ccco3)CN2C(=O)CC1c1ccccc1F (stereo unspecified),7,-1.5,-2,-0.3,-2,2,3,-0.067,-2
O=C(CN1CCC(C(=O)c2ccc(Cl)cc2)CC1)Nc1ccc2c(c1)OCCO2,20,-0.6,2,0.0,-5,2,-5,0.43,3
CCOP(=O)(OCC)C(Nc1cccc([N+](=O)[O-])c1)c1ccc(N(C)C)cc1 (stereo unspecified),6,-0.7,2,-0.3,0,22,-1,0.19,11
O=C(NC(Cc1ccccc1)c1ccc2c(c1)OCCCO2)c1ccccc1F (stereo unspecified),6,-1.2,0,0.6,-1,0,-8,-1.4,-2
CCCCC(=O)N1CC2(C)CN(C(=O)CCCC)CC(C)(C1)C2=O,24,-1.3,-2,0.1,-12,1,-20,nt,2
CN(c1ccccc1)S(=O)(=O)c1ccc(Cl)c(C(=O)Nc2nc3ccccc3[nH]2)c1,1,5.3,1,0.8,-13,-3,-53,-4.4,4
O=C(O)CC(NNC(=O)c1ccccc1)C(=O)Nc1cccc([N+](=O)[O-])c1 (stereo unspecified),10,0.2,3,0.3,0,35,3,-0.058,4
COC(=O)[C@@H]1CC[C@H](C)[C@@H](c2ccc(C)cc2)N1C(=O)c1ccc(/C=N/O[C@H](C)c2cn([C@@H]3COC[C@H]3O)nn2)cc1,23,-2.3,24,-1.2,14,-8,21,0.71,nt
COc1ccc(NC(=O)COC(=O)c2ccc(OCc3ccccc3Cl)c(OC)c2)c(OC)c1,19,-1.9,11,0.5,1,5,-9,-0.048,2
CCOc1cc(C)nc(Oc2ccc(=O)[nH]n2)n1,21,-0.7,-7,0.4,5,2,-2,nt,-11
O=C(COc1ncnc2sccc12)N1CCc2ccccc2C1,16,-2.1,6,0.2,0,0,-9,0.015,-5
O=C(CSCc1ccc(Cl)cc1)N/N=C/c1c(Cl)cccc1Cl,6,5.4,2,0.8,-1,7,0,0.55,nt
Cc1ccc(S(=O)(=O)N2CCC(C(=O)Nc3nnc(-c4ccc(F)cc4)s3)CC2)cc1,16,1.2,8,0.7,0,2,-26,0.053,1
CCOC(=O)CSc1ccc2nnc(-c3ccccc3)n2n1,4,0.2,-5,2.1,-12,0,-40,-0.17,2
CCc1nnc(NC(=O)CSc2nc3cc4c(cc3cc2C)OCCO4)s1,4,-2.4,5,0.7,4,1,-3,-0.51,-6

# Single values from the list:
# For Hck Nef HTS, O=C(COc1ncnc2sccc12)N1CCc2ccccc2C1 has the entry 0
# For KCC2 mod, CC(C)(C)OC(=O)N1CCC[C@H]1C(=O)N/N=C/c1ccc2ncccc2c1 has the entry 0.06

# Laid out differently: results already given.
molecule: O=C(CSCc1ccc(Cl)cc1)N/N=C/c1c(Cl)cccc1Cl
  FXIIa inh = 6	TNF death inh = 5.4	FXIa inh 1536 = 2	zVAD death inh = 0.8	Thrombin inh = -1	Hck Nef HTS = 7	hK5 inh = 0	KCC2 mod = 0.55	Rad51 HR inh = nt

molecule: O=C(O)CC(NNC(=O)c1ccccc1)C(=O)Nc1cccc([N+](=O)[O-])c1 (stereo unspecified)
  FXIIa inh = 10	TNF death inh = 0.2	FXIa inh 1536 = 3	zVAD death inh = 0.3	Thrombin inh = 0	Hck Nef HTS = 35	hK5 inh = 3	KCC2 mod = -0.058	Rad51 HR inh = 4

molecule: O=C(NC(Cc1ccccc1)c1ccc2c(c1)OCCCO2)c1ccccc1F (stereo unspecified)
  FXIIa inh = 6	TNF death inh = -1.2	FXIa inh 1536 = 0	zVAD death inh = 0.6	Thrombin inh = -1	Hck Nef HTS = 0	hK5 inh = -8	KCC2 mod = -1.4	Rad51 HR inh = -2

# Going on with the list:
SMILES,FXIIa inh,TNF death inh,FXIa inh 1536,zVAD death inh,Thrombin inh,Hck Nef HTS,hK5 inh,KCC2 mod,Rad51 HR inh
COc1ccc(Cl)cc1NC(=O)COC(=O)/C=C/c1c(C)nn(C2CCS(=O)(=O)C2)c1Cl (stereo unspecified),-3,-1.4,-7,0.0,-4,1,-2,0.13,-4
Cc1ccc(NC(=S)NC(C)(C)C)c([N+](=O)[O-])c1,5,-7.2,4,-0.3,-6,-24,-2,1.2,-1
CCC(NC(=S)NCc1ccccc1)C(=O)O (stereo unspecified),6,0.9,-6,0.2,-3,-2,11,nt,-2
CCn1c(C(C)NC(=O)c2ccc(Cl)cc2)n[nH]c1=S (stereo unspecified),5,-0.3,-6,10,-9,21,-3,0.071,-3
O=C(CSc1nc2ccc(Cl)cc2[nH]1)NCc1ccco1,11,-1.5,-1,0.0,4,-7,-26,1.3,-1
Cc1cc2c(cc1C)CSC(c1ccccc1O)SC2,11,4.1,5,0.6,0,5,-5,nt,-1
Cc1ccc(C)c(NC(=O)CN(C)C(=O)[C@@H](NC(N)=O)C(C)C)c1,1,0.2,-4,3.4,12,20,-2,0.84,17
Fc1ccccc1/C=N/n1cnnc1,6,-0.6,-13,-0.1,2,-3,-4,nt,5
Cc1cccc(N2CCN(S(=O)(=O)c3cccc4nonc34)CC2C)c1 (stereo unspecified),2,-0.7,-2,1.5,-12,29,-1,0.82,-1
Brc1ccc(Cn2c(-c3ccc(Br)o3)nc3ccccc32)o1,-2,1.1,-4,nt,-3,-1,-10,i,nt
COc1ccc(CN2CCNC(=O)C2CC(=O)NCc2cn3ccc(C)cc3n2)c(OC)c1 (stereo unspecified),12,0.7,2,-0.2,-1,2,nt,-0.65,-22
CCOC(=O)CSC1=Nc2ccccc2C2=NC(CC(=O)NCc3ccc4c(c3)OCO4)C(=O)N12 (stereo unspecified),7,0.4,-3,1.7,-5,3,0,1.4,3
COc1ccc(CN2CN(C(C)C)CSC2=S)cc1,21,-1.8,-1,-0.5,1,0,0,-0.15,4
Cc1cc(OCC(=O)N(C(C)C)C(C)C)ccc1Cl,13,1.3,1,1.2,1,-4,0,0.4,-91
COc1cc2ccccc2cc1C(=O)NCC(c1cccs1)N(C)C (stereo unspecified),3,3.8,-19,11,-7,19,-9,-3,2
CN1CCN(C(=S)c2cn(Cc3cccc(F)c3)c3ccccc23)CC1,13,1.2,-2,0.1,2,18,1,nt,-2
O=C(COc1ccc(Cl)cc1Cl)NCC(=O)N/N=C/c1c[nH]c2ccccc12,4,1.6,-5,1.4,-2,3,-9,-0.32,5
COc1cccc(NC(=O)Cc2c(C(=O)O)[nH]c3ccccc23)c1,14,-1.1,0,-0.1,-4,1,0,-0.53,3
CS(=O)(=O)N(CCc1ccccc1)CC(=O)Nc1ccc(OCc2ccccc2)cc1,24,5.1,15,0.3,-3,-2,-10,nt,2
COc1ccccc1C(=O)N1CCCC(c2nc(-c3cc(OC)c(OC)c(OC)c3)no2)C1 (stereo unspecified),-9,-0.7,0,-0.2,-2,-1,-10,-0.19,7
CCc1ccc(C(=O)OCC(=O)NCC(F)(F)F)cc1,5,0.4,1,1.2,-8,-29,6,-1.3,-2
C=CCNC(=O)Nc1cc(Cl)ccc1OC,9,0.3,-2,1.1,-3,10,nt,-0.25,nt
O=C(CN1C(=O)CCC1=O)Nc1ccc(S(=O)(=O)N2CCOCC2)cc1,1,0.4,-10,0.0,-16,1,-12,-0.0051,nt
Cc1ccc(CC2CC(=O)N(c3ccc(Cl)cn3)C2=O)cc1 (stereo unspecified),6,-0.9,6,0.0,2,0,19,-1.3,3
COC(=O)c1ccccc1NC(=O)COC(=O)c1ccc(C)c(NC(=O)c2ccco2)c1,7,-3.7,2,-0.1,8,6,-14,-0.54,6
CC(C)COc1ccc(-c2nn(-c3ccccc3)cc2C(=O)Nc2nccs2)cc1,1,2.0,4,-0.3,-8,2,-24,0.69,4
CCCCC(=O)N(c1ccc(C)c(C)c1)C1C=CS(=O)(=O)C1 (stereo unspecified),24,-0.2,12,-0.6,-6,0,1,nt,2
CN1CC(C(=O)O)Cc2c1ccc1ccccc21 (stereo unspecified),-1,-2.6,-10,0.2,-4,4,-11,-0.39,11
Cc1nn(-c2ccccc2)c(Cl)c1C1C(C#N)=C(N)Oc2n[nH]c(C)c21 (stereo unspecified),1,-8.0,3,-0.8,-3,-1,-8,-0.74,7
COc1ccc(C2(CNC(=O)c3cccc([N+](=O)[O-])c3)CCOCC2)cc1OC,5,1.5,3,1.8,-6,1,-6,0.52,4
O=C(NC1CCCC1)c1ccccc1OCc1ccccc1,6,0.5,-7,1.4,-14,25,-4,-3.6*,-6
C/C(=N/NC(=O)c1ccoc1C)c1cccc(NC(=O)C2CC2)c1,10,2.2,4,1.6,4,2,-2,-0.099,nt
Clc1ccc(Cn2nnc(-c3ccccc3)n2)cc1,18,4.4,9,-0.9,14,11,12,-0.78,6
Cc1cc(C)n(CC(=O)N/N=C/c2c[nH]c3ccccc23)n1,7,-2.3,2,1.4,0,13,-2,-0.19,7
CC(C(=O)O)n1nc2ccccc2n1 (stereo unspecified),0,1.0,-2,2.3,-6,1,8,nt,0
CC(C)NC(=O)C1CCN(C2CCN(C(=O)c3scc4c3CCCC4)CC2)CC1,6,-0.9,-5,-1.1,-6,11,nt,0.88,-12
CN(C)/C=C1\N=C(c2ccc(Cl)cc2Cl)OC1=O,16,-0.9,8,-0.1,6,1,1,nt,-2
COCCOc1nc2ccccc2nc1C,20,-2.9,8,-0.2,4,0,-23,0.57,5
CS(=O)(=O)c1ccc(Cl)c(NC(=O)c2cccc(Br)c2)c1,19,7.8,18,1.6,5,-1,1,-1.2,2
CC(=O)Nc1nc(C)nc(-c2ccccc2)c1C(C)=O,8,-1.0,-9,0.5,0,0,7,1.8,0
CC1(C(=O)OCC(=O)Nc2ccccc2Cl)CC1(Cl)Cl (stereo unspecified),4,1.8,-1,3.4,-4,-18,0,-0.045,0
CN(Cc1ccccc1)C(=O)c1oc(=O)c2ccccc2c1-c1ccccc1,8,1.2,-2,0.0,-4,1,-21,-1.1,-1
COc1ccc(-n2cnnc2SCC(=O)Nc2cccnc2Cl)cc1,22,-1.1,5,-0.6,7,15,1,0.027,-2
COc1ccc(C(=O)c2ccccc2)c(OCC(=O)NC2CC2)c1,6,-1.1,5,1.1,-9,15,-1,0.043,2

# Only part of the results is shown; the hit share may differ from the screen's.
